Rtt109 Vps75: blocks Candida albicans Rtt109/Vps75 acetyltransferase activity; Q5AAJ8; purified Rtt109/Vps75, ThioGlo CoA-SH fluorescence, 4 h; inhibition, % at 34.9 µM; hit rate 0.16% among 330,000; AID 540336;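 active = inhibition of at least 50% in every replicate; inconclusive = best replicate reaches 50% inhibition but some replicates fall short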
Target sequence (Q5AAJ8 whole entry, looked up): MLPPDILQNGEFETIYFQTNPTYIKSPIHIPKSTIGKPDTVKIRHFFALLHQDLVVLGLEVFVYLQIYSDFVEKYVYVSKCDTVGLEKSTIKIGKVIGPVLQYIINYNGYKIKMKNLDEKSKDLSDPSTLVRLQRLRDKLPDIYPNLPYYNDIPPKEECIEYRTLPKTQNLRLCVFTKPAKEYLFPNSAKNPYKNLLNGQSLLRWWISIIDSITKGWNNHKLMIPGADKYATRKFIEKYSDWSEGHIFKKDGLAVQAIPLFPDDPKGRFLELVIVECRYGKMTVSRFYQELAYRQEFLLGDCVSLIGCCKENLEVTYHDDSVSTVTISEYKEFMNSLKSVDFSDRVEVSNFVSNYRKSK
MITF TRPM1 HTS: MITF TRPM1 promoter activation in melanoma cells. SK-MEL-5 TRPM1-promoter luciferase, 24 h; % of positive control, neutral wells = 0. activation, % at 12.5 µM. hit rate 0.75% among 300,000;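 active = mean activation of at least 80% with every replicate also reaching 80%; inconclusive = mean reaches 80% but some replicate falls short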;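 note: 0% = neutral control wells and 100% = parthenolide positive control wells; values of inactives mirror those of a sister screen read the other way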
dFosB activator: enhances mouse delta FosB homodimer DNA binding; P13346; purified delta FosB, TAMRA-CDK5 oligo fluorescence polarization; percent of positive-control signal above neutral wells; activation, % at 25 µM; hit rate 0.99% among 340,000; AID 493131;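 active = mean activation above about 17%, with every replicate also reaching it, limit read from the data, passing the limit was not always enough; inconclusive = only one of the two conditions met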;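 note: fluorescence polarization rise as delta FosB binds a TAMRA Cdk5 AP-1 oligo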
Target sequence (P13346 whole entry, looked up): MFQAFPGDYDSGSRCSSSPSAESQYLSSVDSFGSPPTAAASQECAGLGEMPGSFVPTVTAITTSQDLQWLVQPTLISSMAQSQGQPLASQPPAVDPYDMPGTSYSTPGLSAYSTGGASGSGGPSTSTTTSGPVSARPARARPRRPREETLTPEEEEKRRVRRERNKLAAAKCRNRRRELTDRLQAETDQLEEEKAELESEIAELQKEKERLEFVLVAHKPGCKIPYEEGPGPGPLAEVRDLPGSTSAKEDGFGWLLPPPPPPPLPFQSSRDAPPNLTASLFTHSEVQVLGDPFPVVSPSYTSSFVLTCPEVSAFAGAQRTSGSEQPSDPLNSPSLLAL
SR-BI HDL uptake: inhibitors of mouse SR-BI mediated HDL lipid uptake; Q61009; ldlA[mSR-BI] CHO cells, DiI-HDL uptake fluorescence, 3 h; inhibition, % at 12.5 µM; hit rate 0.96% among 320,000; AID 488896;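 active = mean replicate inhibition of at least 70% and a set share of replicates each scoring 70 or more; inconclusive = meets just one of the two criteria; inactive = fails both criteria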;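 note: 0% = median of neutral control wells and 100% = median of positive control wells; values of inactives mirror those of a sister screen read the other way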
PvdQ acylase: P. aeruginosa PvdQ acylase inhibition | purified PvdQ acylase, fluorescence plate reader | inhibition, % at 10 µM | hit rate 0.063% among 340,000 | AID 488965; in the data active = inhibition above about 30%, passing the limit was not always enough; inconclusive = no clear call, values can overlap the other calls;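 note: 0% = vehicle neutral wells and 100% = reference inhibitor wells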
SR-BI uptake up: enhances SR-BI lipid uptake from DiI-HDL; CHO ldlA[mSR-BI] cells, DiI-HDL uptake fluorescence, 3 h; 100 = double the neutral-control signal; hit rate 0.096% among 320,000; activation, % at 12.5 µM; AID 504775;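 active = mean replicate activation of at least 60% and every replicate at or above 60%; inconclusive = mean or all-replicate condition met, but not both; inactive = mean below 60% and not all replicates reaching 60%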;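 note: 0% = median plate neutral-control signal and 100% = twice that signal; values of inactives mirror those of a sister screen read the other way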
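system = CHO ldlA[mSR-BI] cells, LDL receptor-null, SR-BI overexpressing | medium = Ham's F12 with 0.5% BSA, HEPES 25 mM, pH 7.4 | probe or stimulus = DiI-HDL 10 µg/mL | compound dosing = single-point compound dose | incubation = compound exposure 3 h, 37 °C | technique = DiI fluorescence, bottom read | read-out = cell-associated DiI fluorescence as measure of HDL uptake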
Wnt act: Wnt/beta-catenin pathway activation; Wnt/beta-catenin reporter cell assay, activator, plate reader; hit rate 1.2% among 300,000; activation, % at 9.35 µM; in the data active = activation above about 30%, passing the limit was not always enough; inconclusive = no clear call, values can overlap the other calls;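 note: 0% = neutral control wells and 100% = positive control wells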
cardiac RTF act: cardiac RTF calcium sensitization. P19429+P45379. IANBD-labeled TnC RTF fluorescence at EC20 calcium; 0% EC20 calcium, 100% full calcium. activation, % at 7.2 µM. hit rate 0.24% among 340,000. AID 493008;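 active = activation above the mean over all tested compounds plus 3 SD, cut at about 30% in these data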;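 note: rise in fluorescence read as greater calcium sensitivity of cardiac thin filaments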
HTR5A ag: HTR5A agonism, opioid heterodimer counter-screen; activation, % at 9.3 µM; P47898; hit rate 0.61% among 340,000; AID 504692; HTR5A agonist assay, luminescence, cell-based; in the data active = activation mostly above about 9.5%, no sharp cut-off; inactive = mostly below about 7.6%;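 note: 0% = cells with vehicle only and 100% = reference agonist; strong numbers were not always called active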
Target sequence (P47898 whole entry, looked up): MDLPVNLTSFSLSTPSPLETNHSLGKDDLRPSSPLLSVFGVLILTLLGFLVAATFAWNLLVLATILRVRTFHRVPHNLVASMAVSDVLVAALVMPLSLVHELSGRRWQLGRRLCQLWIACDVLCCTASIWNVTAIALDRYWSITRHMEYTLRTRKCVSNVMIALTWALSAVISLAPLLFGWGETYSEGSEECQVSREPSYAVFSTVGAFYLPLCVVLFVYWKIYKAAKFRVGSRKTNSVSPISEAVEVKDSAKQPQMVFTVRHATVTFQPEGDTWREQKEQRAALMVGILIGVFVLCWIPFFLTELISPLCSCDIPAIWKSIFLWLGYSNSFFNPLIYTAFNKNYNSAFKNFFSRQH
CDK5 inh: blocks human CDK5/p35 kinase activity; Recombinant CDK5/p35, ADP-Glo luminescence, 60 min; inhibition, % at 10 µM; hit rate 0.01% among 330,000;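 active = highest replicate inhibition of at least 50% and at least 75% of replicates reaching 50%; inconclusive = only one of the two criteria met; inactive = both criteria failed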;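 note: plate controls were DMSO neutral control for no effect and GW8510 at 10 µM for full effect; many of its hits are not listed in these tables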
* marks the source's active call; other numbers are inactive results.

How did COCCn1c(-c2ccccc2Cl)nc2c(c(=O)c3ccccc3n2C)c1=O do in these assays?
Rtt109 Vps75: 2; MITF TRPM1 HTS: -17; dFosB activator: -3; SR-BI HDL uptake: -31; PvdQ acylase: -13; SR-BI uptake up: 31; Wnt act: 0; cardiac RTF act: 3; HTR5A ag: -1; CDK5 inh: -1.4

What do the screens show for `Cc1cccc(CC2CC(=O)N(c3ncccn3)C2=O)c1` (stereo not given)?
MITF TRPM1 HTS: 10; dFosB activator: -4; SR-BI HDL uptake: 7; PvdQ acylase: 3; SR-BI uptake up: -7; Wnt act: -7; cardiac RTF act: 3; HTR5A ag: 0; CDK5 inh: -1.4

Results for Cc1ccc(Cn2cccc2/C=N/NC(=S)Nc2ccc(C)cc2)cc1 ?
Rtt109 Vps75: 32; MITF TRPM1 HTS: 0; dFosB activator: -16; SR-BI HDL uptake: 32; PvdQ acylase: 2; SR-BI uptake up: -32; Wnt act: -2; cardiac RTF act: -2; HTR5A ag: -1; CDK5 inh: -0.2

How did O=C(Nc1ccc(F)cc1)c1sccc1SCc1cccc(C(F)(F)F)c1 do in these assays?
Rtt109 Vps75: -4; MITF TRPM1 HTS: 6; dFosB activator: -4; SR-BI HDL uptake: 28; PvdQ acylase: 9; SR-BI uptake up: -28; cardiac RTF act: 0; HTR5A ag: 2; CDK5 inh: 0.0

What do the screens show for `Cc1cc(NS(=O)(=O)c2ccc(Nc3nc(-c4ccc(O)cc4)cs3)cc2)no1`?
Rtt109 Vps75: 26; MITF TRPM1 HTS: -5; dFosB activator: -4; SR-BI HDL uptake: -10; PvdQ acylase: -12; SR-BI uptake up: 10; cardiac RTF act: 3; HTR5A ag: 5; CDK5 inh: -3.6

Results for c1cnc2ccc(C(c3nnnn3C3CCCC3)N3CCN(c4nc5ccccc5s4)CC3)cc2c1 (stereo not given) ?
Rtt109 Vps75: 19; MITF TRPM1 HTS: 5; dFosB activator: -1; SR-BI HDL uptake: -4; PvdQ acylase: 6; SR-BI uptake up: 4; Wnt act: -3; cardiac RTF act: -2; HTR5A ag: 8; CDK5 inh: -0.6

Results for CCOC(=O)C(C(=O)OCC)C(C)(C)/C(C)=N\Nc1ccc([N+](=O)[O-])cc1[N+](=O)[O-] ?
Rtt109 Vps75: -1; MITF TRPM1 HTS: 4; dFosB activator: -5; SR-BI HDL uptake: 18; PvdQ acylase: -6; SR-BI uptake up: -18; cardiac RTF act: 6; HTR5A ag: 4; CDK5 inh: 0.3

What do the screens show for `COc1ccc(NC(=O)CN2C(=O)C(C)SC(C)C2=O)cc1` (stereo not given)?
MITF TRPM1 HTS: 5; dFosB activator: 5; SR-BI HDL uptake: -3; PvdQ acylase: -7; SR-BI uptake up: 3; Wnt act: 0; cardiac RTF act: -4; HTR5A ag: -2; CDK5 inh: -2.0

What do the screens show for `CN(C)CCCNC(=O)/C=C/c1ccc(OCc2c(F)cccc2Cl)cc1`?
Rtt109 Vps75: 19; MITF TRPM1 HTS: -15; dFosB activator: -1; SR-BI HDL uptake: -7; PvdQ acylase: 6; SR-BI uptake up: 7; Wnt act: -1; cardiac RTF act: 4; HTR5A ag: 13; CDK5 inh: -1.2

What do the screens show for `O=C(CCCN1C(=O)/C(=C/c2ccc(F)cc2)SC1=S)NCCCn1ccnc1`?
Rtt109 Vps75: 15; MITF TRPM1 HTS: 2; dFosB activator: -13; SR-BI HDL uptake: -13; PvdQ acylase: -10; SR-BI uptake up: 13; Wnt act: 2; cardiac RTF act: 4; HTR5A ag: 1; CDK5 inh: -0.8

What do the screens show for `COc1ccc(CC(=O)NNC(=O)c2ccc(NC(C)=O)cc2)cc1`?
MITF TRPM1 HTS: 4; dFosB activator: 10; SR-BI HDL uptake: -3; PvdQ acylase: -10; SR-BI uptake up: 3; Wnt act: -11; cardiac RTF act: 8; HTR5A ag: 5; CDK5 inh: -1.4

What do the screens show for `CCc1ccccc1NC(=O)C1CCN(S(=O)(=O)c2ccc3c(c2)N(C(C)=O)CCO3)CC1`?
Rtt109 Vps75: -19; MITF TRPM1 HTS: -5; dFosB activator: -9; SR-BI HDL uptake: -1; PvdQ acylase: -16; SR-BI uptake up: 1; Wnt act: 2; cardiac RTF act: -1; HTR5A ag: -2; CDK5 inh: 1.4

Results for COCCNC(=O)c1onc(CSc2cccc(C)c2)c1C(=O)O ?
Rtt109 Vps75: -5; MITF TRPM1 HTS: 6; dFosB activator: -1; SR-BI HDL uptake: -41; PvdQ acylase: -12; SR-BI uptake up: 41; Wnt act: 0; cardiac RTF act: 2; HTR5A ag: 12; CDK5 inh: -0.8

How did CCOC(=O)Cn1c(-c2ccc(Cl)nc2)nc2ccccc21 do in these assays?
Rtt109 Vps75: 18; MITF TRPM1 HTS: -4; dFosB activator: 2; SR-BI HDL uptake: 11; PvdQ acylase: -9; SR-BI uptake up: -11; cardiac RTF act: -5; HTR5A ag: 2; CDK5 inh: 0.0

Results for COc1ccc(-c2cc(=O)oc3cc(OC(=O)C4CCCCC4)ccc23)cc1 ?
Rtt109 Vps75: -2; MITF TRPM1 HTS: -1; dFosB activator: -12; SR-BI HDL uptake: 0; PvdQ acylase: -10; SR-BI uptake up: 0; Wnt act: -2; cardiac RTF act: -6; HTR5A ag: 0; CDK5 inh: 0.5

What do the screens show for `CN(C)S(=O)(=O)c1ccc(S(=O)(=O)N2CCN(CCC#N)CC2)cc1`?
Rtt109 Vps75: 6; dFosB activator: 0; SR-BI HDL uptake: -18; PvdQ acylase: 2; SR-BI uptake up: 18; Wnt act: 1; cardiac RTF act: 4; HTR5A ag: 0; CDK5 inh: -0.1

What do the screens show for `COc1cc(CCC(=O)OCC(=O)Nc2ccc(C(N)=O)cc2)cc(OC)c1OC`?
Rtt109 Vps75: -19; MITF TRPM1 HTS: 9; dFosB activator: -2; SR-BI HDL uptake: -8; PvdQ acylase: 5; SR-BI uptake up: 8; Wnt act: 2; cardiac RTF act: 1; HTR5A ag: -1; CDK5 inh: 0.0

How did c1ccc(-c2cc(-c3nc(-c4ccccn4)no3)c3ccccc3n2)cc1 do in these assays?
Rtt109 Vps75: 4; MITF TRPM1 HTS: 9; dFosB activator: -17; SR-BI HDL uptake: 56; PvdQ acylase: -18; SR-BI uptake up: -56; cardiac RTF act: 7; HTR5A ag: -1; CDK5 inh: 0.7

How did COc1ccc(OC)c(/C=N/NC(=O)c2cc3c(OC)cc(OC)cc3[nH]2)c1 do in these assays?
Rtt109 Vps75: -16; dFosB activator: -19; SR-BI HDL uptake: 54; PvdQ acylase: -15; SR-BI uptake up: -54; Wnt act: 0; cardiac RTF act: 0; HTR5A ag: 8; CDK5 inh: 0.9

How did CC(C)C(NC(=O)OC(C)(C)C)C(=O)N1CCCC1C(=O)NC(Cc1ccccc1)C(N)=O (stereo not given) do in these assays?
Rtt109 Vps75: 10; dFosB activator: -10; SR-BI HDL uptake: 10; PvdQ acylase: 4; SR-BI uptake up: -10; cardiac RTF act: -5; HTR5A ag: -2; CDK5 inh: 0.7

How did CCCCC(=O)NNC(=O)c1c(O)c2ccccc2[nH]c1=O do in these assays?
Rtt109 Vps75: -5; MITF TRPM1 HTS: 4; dFosB activator: inconclusive; PvdQ acylase: -16; Wnt act: 2; cardiac RTF act: 4; HTR5A ag: -2; CDK5 inh: 0.4

What do the screens show for `CC(=O)Nc1ccc(/C=N/N2C(=O)NC(C)(c3ccc(OC(F)F)cc3)C2=O)cc1` (stereo not given)?
Rtt109 Vps75: -7; MITF TRPM1 HTS: -5; dFosB activator: -5; SR-BI HDL uptake: 7; PvdQ acylase: -3; SR-BI uptake up: -7; Wnt act: 15; cardiac RTF act: 0; HTR5A ag: 3; CDK5 inh: -0.5

How did Cc1onc(-c2ccccc2)c1C(=O)N1CCN(c2ccccc2)CC1 do in these assays?
Rtt109 Vps75: -2; MITF TRPM1 HTS: 0; dFosB activator: -8; SR-BI HDL uptake: -5; PvdQ acylase: -10; SR-BI uptake up: 5; Wnt act: 0; cardiac RTF act: -3; HTR5A ag: 0; CDK5 inh: -2.2

Results for Cc1sc(NC(=O)C2=COCCO2)nc1-c1ccc(F)cc1 ?
Rtt109 Vps75: 11; MITF TRPM1 HTS: 14; dFosB activator: -1; SR-BI HDL uptake: 63; PvdQ acylase: 9; SR-BI uptake up: -63; Wnt act: 1; cardiac RTF act: -8; HTR5A ag: -9; CDK5 inh: -2.0

How did O=S(=O)(NCCc1ccccc1)c1ccc(Br)s1 do in these assays?
Rtt109 Vps75: -1; MITF TRPM1 HTS: 24; dFosB activator: -9; SR-BI HDL uptake: -9; PvdQ acylase: 0; SR-BI uptake up: 9; Wnt act: -2; cardiac RTF act: 6; HTR5A ag: 2; CDK5 inh: 2.4

What do the screens show for `COc1ccc(-n2nnc3c(SCC(=O)Nc4ccccc4F)ncnc32)cc1`?
Rtt109 Vps75: -1; MITF TRPM1 HTS: -10; dFosB activator: 1; SR-BI HDL uptake: -22; PvdQ acylase: -14; SR-BI uptake up: 22; Wnt act: 0; cardiac RTF act: 0; HTR5A ag: 1; CDK5 inh: 0.2

What do the screens show for `Cc1cc(OC(C)C(=O)N2CCN(c3ccccc3)CC2)c2c(C)c(C)c(=O)oc2c1` (stereo not given)?
Rtt109 Vps75: 32; MITF TRPM1 HTS: -8; dFosB activator: -4; SR-BI HDL uptake: 32; PvdQ acylase: 5; SR-BI uptake up: -32; Wnt act: -2; cardiac RTF act: 2; HTR5A ag: 1; CDK5 inh: 0.9

How did COc1ccc(CN2CCOCCOCCOCC2)cc1 do in these assays?
Rtt109 Vps75: -2; MITF TRPM1 HTS: -1; dFosB activator: -1; SR-BI HDL uptake: -19; PvdQ acylase: -20; SR-BI uptake up: 19; Wnt act: 0; cardiac RTF act: -3; HTR5A ag: 0; CDK5 inh: -6.5

How did Cc1cccc(OCC(=O)OCC(=O)N(CC(C)C)c2c(N)n(Cc3ccccc3)c(=O)[nH]c2=O)c1C do in these assays?
Rtt109 Vps75: -35; MITF TRPM1 HTS: -6; dFosB activator: 3; SR-BI HDL uptake: 21; PvdQ acylase: -5; SR-BI uptake up: -21; Wnt act: 2; cardiac RTF act: -4; HTR5A ag: -2; CDK5 inh: -1.8

Results for C[C@H](CO)N1C[C@H](C)[C@@H](CN(C)C(=O)Nc2ccc(C(F)(F)F)cc2)Oc2ccc(NC(=O)Cc3ccccc3)cc2C1=O ?
Rtt109 Vps75: -2; MITF TRPM1 HTS: -2; dFosB activator: -11; SR-BI HDL uptake: 22; PvdQ acylase: -12; SR-BI uptake up: -22; Wnt act: -3; cardiac RTF act: 3; HTR5A ag: 10; CDK5 inh: -1.9

Results for O=C(CN(c1ccc(Cl)c(Cl)c1)S(=O)(=O)c1ccccc1)N1CCc2ccccc2C1 ?
Rtt109 Vps75: 4; MITF TRPM1 HTS: -3; dFosB activator: 10; SR-BI HDL uptake: -8; PvdQ acylase: 1; SR-BI uptake up: 8; cardiac RTF act: 2; HTR5A ag: 5; CDK5 inh: 0.0

Screening data (PubChem)

Rows were taken by chance; any-hit rate near 4.4%.
